High-throughput results (PubChem)
DT40 TDP1 no CPT: qHTS for Inhibitors of human tyrosyl-DNA phosphodiesterase 1 (TDP1): qHTS in cells in absence of CPT; DT40 Tdp1-/- hTDP1 cells, no CPT, ATP luminescence, 48 h; actives 15% (n = 420,000); Potency, µM (highest dose often 46.2 µM), without a hit: top-dose activity change, negative = growth inhibition, actives largely listed as inhibitors; further: nearly all actives have a fitted effect of over 55% in size
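Luminescent ATP content (CellTiter-Glo) served as the growth readout. Knockout chicken DT40 cells expressing human TDP1 were exposed to compounds without camptothecin for a minimum 48 hr at 37 °C.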
KAT2A inh: qHTS Assay for Inhibitors of GCN5L2; Potency, µM (top dose mostly 58.9 µM), for inactives: at the highest dose activity change, negative = inhibition, hits mostly inhibitors; AID 504327, 2011; Histone acetyltransferase KAT2A (Homo sapiens), Q92830; actives 0.21% (n = 390,000); GCN5L2 HAT assay, ThioGlo1 CoA-SH fluorescence
Target sequence (Q92830 whole entry, looked up): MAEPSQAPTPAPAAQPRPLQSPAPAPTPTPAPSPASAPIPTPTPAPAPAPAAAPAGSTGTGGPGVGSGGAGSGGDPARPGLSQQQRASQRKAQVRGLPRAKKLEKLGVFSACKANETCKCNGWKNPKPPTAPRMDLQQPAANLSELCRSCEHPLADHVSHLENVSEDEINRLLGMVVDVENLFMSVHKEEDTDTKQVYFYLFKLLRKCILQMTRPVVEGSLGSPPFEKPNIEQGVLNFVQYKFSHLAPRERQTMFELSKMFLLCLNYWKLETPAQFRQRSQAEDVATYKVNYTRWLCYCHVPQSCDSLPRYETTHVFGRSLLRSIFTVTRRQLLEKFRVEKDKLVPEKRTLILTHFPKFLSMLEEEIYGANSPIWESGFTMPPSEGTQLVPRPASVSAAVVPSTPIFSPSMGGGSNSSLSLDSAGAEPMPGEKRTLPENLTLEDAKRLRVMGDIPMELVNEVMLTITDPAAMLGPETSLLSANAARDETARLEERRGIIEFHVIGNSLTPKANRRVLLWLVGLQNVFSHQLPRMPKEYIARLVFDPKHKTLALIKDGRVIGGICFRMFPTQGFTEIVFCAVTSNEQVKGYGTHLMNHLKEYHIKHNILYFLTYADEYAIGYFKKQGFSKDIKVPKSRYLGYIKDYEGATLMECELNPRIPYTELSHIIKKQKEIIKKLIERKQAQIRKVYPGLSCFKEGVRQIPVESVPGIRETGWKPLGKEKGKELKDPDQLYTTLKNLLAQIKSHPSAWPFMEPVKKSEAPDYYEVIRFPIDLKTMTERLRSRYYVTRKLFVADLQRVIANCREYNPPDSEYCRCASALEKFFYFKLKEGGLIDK
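qHTS, 1536-well. 20nM enzyme, pH 7.5 HEPES/EDTA/Tween-20 buffer; 15 min compound preinc., RT. Start: 75uM H3(1-25), 70uM AcCoA, 50uM ThioGlo1. Read Ex340/Em540 at t=0 (autofluorescence flag) and t=20 min.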
DT40 TDP1 CPT: qHTS for Inhibitors of human tyrosyl-DNA phosphodiesterase 1 (TDP1): qHTS in cells in presence of CPT; actives 12% (n = 420,000); AID 686979, 2013; chicken DT40 Tdp1-/-;hTDP1 cells + 20 nM CPT, ATP luminescence, 48 h; Potency, µM (doses to about 46.2 µM), inactives show top-dose activity change, negative = growth inhibition, actives largely listed as inhibitors; further: nearly all actives have a fitted effect of over 55% in size
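Chicken DT40 Tdp1-/- cells stably complemented with human TDP1 were seeded at 400 cells/well in medium containing 20 nM camptothecin, exposed to pin-transferred compounds, and grown at 37 °C for at least 48 hr. Viability was read as ATP luminescence.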
Starred values were filed as active, the others as inactive; ? = inconclusive; . = not tested or not shown; & = joins results of further samples. The call rests on the fitted dose curve; in most records, active means well fitted curve in the direction sought with a large enough effect; inconclusive means small, poorly fitted or top-dose-only effect, or another doubt; inactive means no such curve, though single readings can be large; an effect the other way counts as inactive or inconclusive. On the % scale 0 is the no-effect control and ±100 the full control effect; potency means the concentration at half of the fitted maximal effect.

SMILES	DT40 TDP1 no CPT	KAT2A inh	DT40 TDP1 CPT
CCc1nc2c(OCCOc3ccc(F)cc3)cccn2c1N(C=O)Cc1ccccc1	?	.	20.6µM*
COc1cc(OC)cc(C(=O)N[C@H](C(=O)Nc2ccc(F)cc2F)C(C)C)c1	?	3.2%	-16.3%
COc1ccc(NC(=O)Cn2cc(C(=O)c3ccccc3)c(=O)c3cc(OC)ccc32)c(OC)c1	-2.3%	0.6%	-9.7%
Cc1ccc2c(c1)N(C(=O)N1CCC(C(=O)NCc3ccco3)CC1)CC(C)O2 (centres undefined)	?	-2.9%	?
COc1cccc(CNS(=O)(=O)c2c(C(=O)N3CCC(C)CC3)c(C)n(C)c2C)c1	-4.5%	-9.5%	-6.4%
Cc1cc(/C=C(\C#N)C(=O)O)c(C)n1CCC(C)C	-3.2%	-3.7%	-19.3%
O=S(=O)(c1ccccc1)N1C2CCC1CC(O)(c1cccnc1)C2 (centres undefined)	-22.4%	?	-14.6%
CC(=O)Nc1cccc(NC(C)=C(C#N)C#N)c1	-4.6%	-0.9%	0.1%
O=C(COC(=O)c1ccc2ccccc2n1)NCc1ccccc1	2.1%	-2.8%	6.7%
O=C(CCc1ccc(O)cc1)NN=Cc1ccc2c(c1)OCO2	?	.	1.0%
O=C(NCC(=O)N(Cc1ccccc1)C(C(=O)NC1CCCC1)c1cccnc1)c1ccco1 (centres undefined)	-1.7%	3.3%	-28.4%
CC(=O)Nc1ccccc1OCC(=O)NC(C)c1ccccc1 (centres undefined)	-16.7%	1.8%	-23.9%
CCc1ccccc1Oc1ccc(S(=O)(=O)N2CCN(C)CC2)cn1	?	-3.9%	?
Cc1ccccc1NS(=O)(=O)c1nnc(NC(=O)c2ccccc2C)s1	-12.6%&-29.2%	-5.3%&-2.8%	6.0%&-3.8%
C[C@@H]1CN([C@@H](C)CO)C(=O)CCCn2nncc2CO[C@@H]1CN(C)S(=O)(=O)c1ccc(C#N)cc1	-1.3%	.	8.7%
NC(=S)N/N=C/c1ccc([N+](=O)[O-])cc1	-25.5%	-3.3%	-18.6%
CCN(CC(=O)Nc1cccc(OC)c1)C(=O)C1CC(=O)N(Cc2ccccc2Cl)C1 (centres undefined)	-18.5%	.	-15.8%
Cc1cc(C(=O)CSc2nc(N)cc(N)n2)c(C)n1-c1cccc(F)c1	?	-4.2%	?
O=C(N/N=C/c1ccccc1O)C(=O)N1CCCCCC1	?	-5.4%	?
CCN(c1ccc(NC(=O)CCc2nc3sc4c(c3c(=O)[nH]2)CCCC4)cc1)C(C)C	23.1µM*	-12.1%	29.1µM*
O=C(c1ccc(NC2=NC3CS(=O)(=O)CC3S2)cc1)N1CCc2ccccc2C1 (centres undefined)	-20.0%	?	13.3%
CCC(=O)c1ccc(OCC(O)CN2CCN(S(=O)(=O)N3CCCCC3)CC2)cc1 (centres undefined)	?	-3.4%	?
COc1ccc(-c2nc(NC(=O)CSc3nnc4ccccn34)ns2)cc1	?	-2.2%	-22.4%
CCOC(=O)C(C#N)=C1CCN(Cc2ccccc2)CC1	-11.6%	-5.7%	-10.8%
O=C(NCCN1CCOCC1)c1cnn2c(-c3ccccc3)cc(-c3ccccc3)nc12	23.1µM*	-5.3%	?
CC(C)CN1CC2(CCN(C(=O)c3csnn3)CC2)C1	-4.6%	-3.9%	4.6%
C[C@@H](CSc1ccccc1)CN1CC[C@H](NC(=O)OCc2ccccc2)CCC1=O	10µM*	-0.2%	?
CN(C)c1ccc(Nc2nc(N)c([N+](=O)[O-])c(N3CCOCC3)n2)cc1	25.9µM*	-5.2%	?
COc1ccc(S(=O)(=O)N2CCOC2CNC(=O)C(=O)NCCc2ccccc2OC)cc1C (centres undefined)	?	-10.2%	?
COc1ccc(-c2noc(CN3CCCCC3c3nccn3C)n2)cc1 (centres undefined)	-6.8%	-5.8%	-11.7%

Nothing new here: an excerpt of the list.
SMILES	DT40 TDP1 no CPT	KAT2A inh	DT40 TDP1 CPT
NC(=S)N/N=C/c1ccc([N+](=O)[O-])cc1	-25.5%	-3.3%	-18.6%
CCN(CC(=O)Nc1cccc(OC)c1)C(=O)C1CC(=O)N(Cc2ccccc2Cl)C1 (centres undefined)	-18.5%	.	-15.8%
Cc1cc(C(=O)CSc2nc(N)cc(N)n2)c(C)n1-c1cccc(F)c1	?	-4.2%	?

Other results:
SMILES	DT40 TDP1 no CPT	KAT2A inh	DT40 TDP1 CPT
CC(C)(C)OC(=O)NCc1ccc(NC(=O)c2nc[nH]c2C(=O)NCCCCNC(=O)c2[nH]cnc2C(=O)Nc2ccc(CNC(=O)OC(C)(C)C)cc2)cc1	2.91µM*	0.3%	4.11µM*
O=C(CCNS(=O)(=O)c1ccccc1F)NCc1ccc2c(c1)OCO2	-12.2%	2.9%	-1.6%
O=C(NCCN1CCOCC1)c1ccc(=O)oc1	-6.1%	-5.8%	-23.1%
O=C(CN1CCCCC1)Nc1cc(Cl)ccc1Oc1ccccc1	?	-11.6%	?
O=C(Cc1ccc(-n2c(=O)c3sccc3n(CC(=O)Nc3ccccc3)c2=O)cc1)NCc1ccco1	3.5%	-5.1%	-3.2%
Cc1cn([C@H]2C[C@H](O)[C@@H](CCC(=O)NCc3ccco3)O2)c(=O)[nH]c1=O	-19.0%	.	-3.7%
CC(=O)Nc1ccc(S(=O)(=O)N(C)CC(=O)N/N=C/c2ccc(C(=O)O)cc2)cc1	-10.5%	-5.4%	-15.3%
CCNC(=O)COc1ccc(OCc2ccccc2)cc1	?	-2.0%	-18.4%
COc1ccccc1NC(=O)C1CCN(S(=O)(=O)c2ccc3c(c2)NC(=O)CO3)CC1	-6.6%	2.2%	-8.0%
COc1ccccc1NS(=O)(=O)c1ccc(C)c(C(=O)N2CCCC2)c1	22.2%	-7.7%	4.3%
COc1cc(-c2noc(-c3cc(C)[nH]n3)n2)cc(OC)c1OC	?	-23.8%	-20.4%
CC(C)(C)C(=O)Oc1cccc(Nc2ncnc3ccccc23)c1	-25.1%	-3.7%	?
Cc1cc(Br)ccc1NC(=O)CN(C)C(=O)c1ccc2ccccc2n1	-4.1%	-2.2%	-7.9%
O=C(Cc1ccc(Cl)c(Cl)c1)NNC(=S)NCC1CCCO1 (centres undefined)	-2.4%	-3.0%	-3.0%
COc1cccc(-n2c(Cc3cc(=O)[nH]c(=O)[nH]3)nnc2SCC(=O)Nc2ccccc2)c1	0.6%	-5.1%	2.3%
Cc1c(Cl)cccc1NC(=O)CCC(=O)N/N=C/c1ccc[nH]1	0.8%	12.6%	-4.9%
CS(=O)(=O)Nc1cccc(NC(=O)C2Cc3c(-c4cccc(F)c4)ccnc3O2)c1 (centres undefined)	3.26µM*	.	5.17µM*
CCOC(=O)Cc1csc(N(C)C)n1	22.5%	0.3%	-6.0%
Cc1cc(C)cc(N(C(=O)CNS(=O)(=O)c2ccccc2)C(C(=O)NCc2ccccc2)c2ccc(C)o2)c1 (centres undefined)	-1.2%	-18.5%	1.8%
Cn1ncc2c(c(SCc3ccc(Cl)cc3Cl)nn2C)c1=O	?	-12.7%	?
O=C(CNC(c1ccccc1)c1ccccc1)Nc1ccc(F)cc1	-23.5%	-4.9%	0.5%
S=C(Nc1ccccc1)Nc1ccccc1-n1cccc1	-6.2%	0.2%	-8.8%
O=C(Cc1ccccc1)NNC(=O)Cc1ccccc1	1.6%	3.3%	5.3%
Cc1ccccc1C(=O)NC(=S)NC1CC1	-9.0%	-5.9%	?
COc1ccc2cc(C(c3nnnn3CC3CCCO3)N3CCOCC3)c(=O)[nH]c2c1 (centres undefined)	-15.6%	-2.6%	-7.4%
NS(=O)(=O)c1ccc(CNC(=O)/C=C/c2ccc(S(=O)(=O)N3CCOCC3)cc2)cc1	7.1%	?	-10.9%
Cc1c(Cl)cccc1NC(=O)CSc1ccc(-c2ccccn2)nn1	23.1µM*	0.2%	?
CCCCN(C)CCCNC(=O)C1CCN(S(=O)(=O)CCC)CC1	-7.0%	-16.4%	-10.0%
COc1cc(/C=C/C(=O)O)cc(S(=O)(=O)Nc2cc(S(=O)(=O)N3CCCCC3)ccc2Cl)c1OC	6.4%	.	-8.2%
CCOC(=O)C1CCN(C(=O)c2ccc(C)c(S(=O)(=O)N3CCCC3)c2)CC1	-14.6%	-6.5%	-14.4%

One compound at a time (already shown):
Cc1cc(C)cc(N(C(=O)CNS(=O)(=O)c2ccccc2)C(C(=O)NCc2ccccc2)c2ccc(C)o2)c1 (centres undefined) across the screens: DT40 TDP1 no CPT = -1.2%; KAT2A inh = -18.5%; DT40 TDP1 CPT = 1.8%
NS(=O)(=O)c1ccc(CNC(=O)/C=C/c2ccc(S(=O)(=O)N3CCOCC3)cc2)cc1 across the screens: DT40 TDP1 no CPT = 7.1%; KAT2A inh = ?; DT40 TDP1 CPT = -10.9%

Next entries follow:
SMILES	DT40 TDP1 no CPT	KAT2A inh	DT40 TDP1 CPT
CC1CN(S(=O)(=O)c2ccc(CN3C(=O)c4cccnc4C3=O)s2)c2ccccc2O1 (centres undefined)	7.4%	-22.9%	-18.5%
O=C(Cc1n[nH]c(=O)[nH]c1=O)N/N=C/c1ccccc1	-2.9%	-1.8%	6.4%
C=CCc1ccccc1OCC(O)CN1CCN(CCO)CC1 (centres undefined)	20.7%	-27.7%	-1.4%
CSc1cccc(NC(=O)/C=C/c2ccco2)c1	?	-13.6%	23.1µM*
Cc1cccc(NC(=O)c2ccc(N3CCCCC3)c([N+](=O)[O-])c2)n1	13µM*	-3.3%	?
C/C(=N\NC(=O)c1ccoc1C)c1ccccc1O	11.6µM*	-7.2%	10.3µM*
CCOC(=O)Cn1nnc2c(sc3nc4c(c(-c5ccc(Cl)cc5)c32)CCC4)c1=O	16.4µM*	?	?
Cc1ccc(S(=O)(=O)NCc2ccccc2)cc1C(=O)N1CCN(S(=O)(=O)c2ccccc2F)CC1	?	.	11.6µM*
O=C(COC(=O)c1cnccn1)c1ccc(OC(=O)c2ccccc2)cc1	-11.0%	-5.4%	2.9%
O=c1ccc(-c2ccccc2)nn1Cc1ccc(Cl)cc1	16.4µM*	.	?
CCC(Sc1nc2c(cnn2-c2ccc(Cl)cc2)c(=O)[nH]1)C(=O)OC (centres undefined)	-24.1%	1.4%	-25.4%
O=[N+]([O-])c1ccc(N/N=C/c2c[nH]c3ccccc23)c(S(=O)(=O)Nc2ccc(Cl)cc2)c1	23.1µM*	-10.1%	?
Cc1cccc(CCN2CCN=C2Nc2ccccc2)c1	-25.6%	-3.6%	?
Cc1cccc(OCC(=O)Nc2ccc3c(c2)C(=O)NC3=O)c1	?	-12.0%	-7.1%
COc1ccc(S(=O)(=O)N2CCN(c3nc(-c4cccs4)nc4ccccc34)CC2)cc1OC	?	.	-22.5%
Cc1cc(C)cc(NC(=O)Nc2ccc3c(c2)N(C)C(=O)CS3)c1	?	-14.2%	?
Cc1cc(C)cc(NC(=O)C2C3C=CC4(O3)C2C(=O)N(CCN2CCCCC2)C4C(=O)NC2CCCCC2)c1 (centres undefined)	-22.7%	-3.1%	-3.9%
COc1ccc(/C=N/NC(=O)c2ccc(=O)n(C)c2)cc1OC	11.3%	-12.3%	7.2%
CN(C)P(=O)(Nc1cccc2ccccc12)Nc1cccc2ccccc12	9.2µM*	-3.6%	8.2µM*
CC1(c2ccccc2Cl)NC(=O)N(CC(=O)N2CCc3ccccc3C2)C1=O (centres undefined)	-27.8%	-1.8%	-23.1%
CCOc1ccc(S(=O)(=O)N2CCN(CN3C(=O)CC4(CCCC4)C3=O)CC2)cc1	19.0%	0.0%	-20.6%
CCOc1cc(S(=O)(=O)NCCc2cccc(C)c2)c(OCC)cc1-n1cnnn1	-22.1%	-15.9%	?
Cc1ccc(C)c(CC(=O)N2CCCC(c3cc(C(=O)NCc4cccnc4)no3)C2)c1 (centres undefined)	14.6µM*	.	?
CC1(C)CC(=O)/C(=C(\O)Cc2ccccc2)C(=NCCCCCC(=O)O)C1	?	?	-14.7%
CC(=O)c1c[nH]c(C(=O)NCc2ccccc2Cl)c1	-0.5%	19.2%	8.2%
CCCc1cc(NC(=O)COC(=O)c2nccnc2N)n(-c2ccccc2)n1	-21.7%	-7.3%	0.0%

Four entries from above, with values under each structure.
Sequence of screens – DT40 TDP1 no CPT, KAT2A inh, DT40 TDP1 CPT
> O=C(NCCN1CCOCC1)c1ccc(=O)oc1
→ -6.1%, -5.8%, -23.1%
> COc1cc(-c2noc(-c3cc(C)[nH]n3)n2)cc(OC)c1OC
→ ?, -23.8%, -20.4%
> CCN(c1ccc(NC(=O)CCc2nc3sc4c(c3c(=O)[nH]2)CCCC4)cc1)C(C)C
→ 23.1µM*, -12.1%, 29.1µM*
> CCOC(=O)Cn1nnc2c(sc3nc4c(c(-c5ccc(Cl)cc5)c32)CCC4)c1=O
→ 16.4µM*, ?, ?
